PfM18AAP inh: blocks P. falciparum M18 aspartyl aminopeptidase. recombinant PfM18AAP, H-Glu-NHMec fluorogenic cleavage. inhibition, % at 7.35 µM. 290,000 tested, 1.2% active. AID 1822;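 active means inhibition above the campaign mean inhibition over all tested compounds plus 3 SD, cut at about 28% in these data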;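 further: 0% = plate median of test compound wells and 100% = 2 mM ZnCl2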
IDE cell activ: boosts human insulin-degrading enzyme activity in HEK cells. FAbeta-B cleavage, fluorescence polarization; 0% vehicle, 100% cell-free pure enzyme wells. P14735. activation, % at 5.96 µM. 340,000 tested, 0.073% active;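 active means activation above the mean of all tested compounds plus 3 SD, set per screening campaign, cut at about 17% in these data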
HCV NS3 hel inh: blocks Hepatitis C virus NS3 helicase unwinding; inhibition, % at 10.9 µM; 290,000 tested, 0.56% active; AID 1800; NS3 helicase DNA unwinding, Cy5 molecular beacon fluorescence;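 active means inhibition above the mean of all tested compounds plus 3 SD, set per campaign, cut at about 35% in these data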;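 further: 0% = DMSO wells and 100% = thioflavine S control wells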
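Measured by: Cy5 fluorescence, 0 and 60 min reads / Assay system: NS3 helicase fragment of HCV / Control set: low DMSO, high thioflavine S at 110 µM / Times: 1 h reaction at 25 °C, ATP-initiated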
p-CIP stab down: lowers stability of the mouse p/CIP coactivator protein; Q05BA5; F442A p/CIP-EGFP cells, EGFP fluorescence, 16 h; decrease of EGFP signal, % at 10 µM; 290,000 tested, 0.01% active;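 active means EGFP signal decrease of at least 30% at 10 µM or well 3 SD below plate mean, unless failing retest; inactive means the rest, including hits failing retest or dose response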; further: some compounds called inactive have numbers as strong as hits; many of its hits are not listed in these tables
Target sequence (Q05BA5 1-1403): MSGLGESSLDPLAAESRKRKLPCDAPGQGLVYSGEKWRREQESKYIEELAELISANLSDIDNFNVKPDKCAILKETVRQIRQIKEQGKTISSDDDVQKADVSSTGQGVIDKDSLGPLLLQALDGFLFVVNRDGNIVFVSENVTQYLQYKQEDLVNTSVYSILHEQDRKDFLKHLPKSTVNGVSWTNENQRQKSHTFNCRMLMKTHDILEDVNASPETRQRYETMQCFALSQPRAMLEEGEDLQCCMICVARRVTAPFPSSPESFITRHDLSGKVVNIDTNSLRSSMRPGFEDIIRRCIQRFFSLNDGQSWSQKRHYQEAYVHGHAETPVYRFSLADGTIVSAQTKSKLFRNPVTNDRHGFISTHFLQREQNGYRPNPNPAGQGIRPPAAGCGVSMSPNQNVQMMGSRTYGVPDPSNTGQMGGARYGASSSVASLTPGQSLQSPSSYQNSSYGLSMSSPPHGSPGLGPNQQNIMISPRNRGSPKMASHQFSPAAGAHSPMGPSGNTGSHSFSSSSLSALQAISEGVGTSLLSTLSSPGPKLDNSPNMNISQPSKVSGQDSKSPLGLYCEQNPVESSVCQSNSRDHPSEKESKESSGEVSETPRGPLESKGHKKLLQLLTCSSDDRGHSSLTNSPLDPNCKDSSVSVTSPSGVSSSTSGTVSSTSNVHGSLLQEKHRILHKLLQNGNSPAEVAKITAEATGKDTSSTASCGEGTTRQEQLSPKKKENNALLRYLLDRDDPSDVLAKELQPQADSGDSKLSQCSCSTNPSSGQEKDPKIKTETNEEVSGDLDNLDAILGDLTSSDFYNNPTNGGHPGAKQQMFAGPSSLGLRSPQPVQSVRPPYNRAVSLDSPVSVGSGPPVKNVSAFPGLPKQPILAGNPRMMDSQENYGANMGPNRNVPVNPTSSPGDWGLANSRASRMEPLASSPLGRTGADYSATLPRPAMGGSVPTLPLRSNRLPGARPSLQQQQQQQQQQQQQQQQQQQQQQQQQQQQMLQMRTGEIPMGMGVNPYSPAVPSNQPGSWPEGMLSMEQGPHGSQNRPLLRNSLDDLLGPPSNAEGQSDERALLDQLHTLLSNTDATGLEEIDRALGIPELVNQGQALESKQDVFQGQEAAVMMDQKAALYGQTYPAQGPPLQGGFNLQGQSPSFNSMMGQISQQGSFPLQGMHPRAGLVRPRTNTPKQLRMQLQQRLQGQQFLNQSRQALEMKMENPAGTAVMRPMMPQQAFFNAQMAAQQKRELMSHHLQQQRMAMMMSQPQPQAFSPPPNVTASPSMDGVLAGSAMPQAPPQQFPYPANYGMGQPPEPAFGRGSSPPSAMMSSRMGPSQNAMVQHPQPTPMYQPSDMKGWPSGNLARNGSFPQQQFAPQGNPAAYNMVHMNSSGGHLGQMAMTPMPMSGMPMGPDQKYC
IDE inh: cellular human IDE inhibition | P14735 | HEK cells, FAbetaB cleavage, fluorescence polarization | inhibition, % at 5.59 µM | 320,000 tested, 0.41% active;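 active means percent inhibition above the average of all tested compounds plus 3 SD, set per screening campaign, cut at about 16% in these data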;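 further: IDE supplied by intact live HEK cells; FP after avidin binding of uncleaved biotin substrate so inhibition keeps polarization high; 0% = DMSO wells and 100% = 60 µM reference IDE inhibitor Ii1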
IMP-1 inhibitor: inhibitors of Pseudomonas aeruginosa IMP-1 metallo-beta-lactamase; purified IMP-1, nitrocefin hydrolysis, epi-absorbance fluorescence; inhibition, % at 5.6 µM; 290,000 tested, 0.45% active;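 active means inhibition above the mean plus 3 SD of all compounds in the same screening run, cut at about 4.5% in these data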;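 further: 0% = IMP-1 with DMSO and 100% = DMSO wells lacking enzyme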
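System: purified IMP-1 / Input: IMP-1 dispensed at 0.2 nM / Medium: 50 mM HEPES pH 7.1, 50 µM ZnSO4, 0.05% Brij 35 / Timing: 15 min enzyme–compound preincubation, then 25 min nitrocefin reaction, 25 °C / Technique: plate fluorescence quenching by hydrolysis product, ex 480/em 530 nm / Repeats: singlicate testing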
FID counter: displaces DNA intercalator in HCV helicase counter-screen; inhibition, % at 7.9 µM; 290,000 tested, 0.17% active; DNA fluorescent intercalator displacement, fluorescence; AID 1845; in the data active means inhibition above about 37%;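 further: 0% = vehicle and 100% = reference compound; higher means more ethidium bromide displaced from hairpin DNA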
VIM-2 inh: inhibitors of Pseudomonas aeruginosa VIM-2 metallo-beta-lactamase | purified VIM-2, nitrocefin hydrolysis, epi-absorbance fluorescence | inhibition, % at 5.6 µM | 290,000 tested, 0.89% active;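 active means inhibition above the mean of all tested compounds plus 3 SD, cutoff set per screening run, cut at about 7.5% in these data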;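 further: red hydrolysis product quenches plate fluorescence so inhibitors raise well fluorescence; 0% = enzyme with DMSO and 100% = DMSO without enzyme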
UBC9 SUMO inh: inhibitors of human SUMOylation (UBC9); P63279; HTRF SUMOylation assay, SAE1/SAE2 + UBC9, in vitro; inhibition, % at 35 µM; 290,000 tested, 0.36% active; AID 2006; in the data active means inhibition above about 50%, passing the limit was not always enough; further: strong numbers were not always called active
Numbers without * were called inactive; x = no result given; & = joins results of further samples.

Structure | UBC9 SUMO inh | IDE inh | IDE cell activ | FID counter | PfM18AAP inh | VIM-2 inh | IMP-1 inhibitor | p-CIP stab down | HCV NS3 hel inh
Cc1c(Cc2ccccc2)c(=O)oc2cc(OC(C)C(=O)NCC3CCC(C(=O)O)CC3)c(Cl)cc12 (stereo unspecified) | 9 | -2 | -3 | -50 | 3 | -2.4 | -3.8 | -10 | 0
COc1ccc(-n2c(-c3ccc(Cl)cc3)c[nH]c2=S)cc1 | -14 | 10 | -13 | -22 | -2 | -4.1 | -3.0 | -4 | 0
CN(CCCNC(=O)CCC(=O)N1CCOc2ccc(Cl)cc21)Cc1ccccc1 | 0 | -1 | -1 | 10 | -2 | -2.1 | -2.6 | -3 | -16
CCCCCCn1c(CN2CCN(C)CC2)nc2c1c(=O)n(C)c(=O)n2C | 15 | -1 | 9 | 6 | 4 | -0.3 | -1.5 | 10 | 4
COc1cc(C(=O)O/N=C2\CCCc3c2ccc(OC)c3[N+](=O)[O-])cc(OC)c1OC | 18 | -2 | 3 | -3 | 3 | -5.8 | -1.7 | 1 | -1
CN(Cc1nc2c(s1)CCCC2)C(=O)CCc1nnc(-c2ccccc2)o1 | 24 | 1 | x | -27 | -15 | -0.5 | -1.1 | -6 | 8
CCc1nc(NC(C)C)c2oc3ccccc3c2n1 | 9 | -5 | 2 | -8 | -6 | 0.0 | -2.8 | 6 | 7
Nc1nonc1-n1nnc(C(=O)N/N=C\c2ccncc2)c1CN1CCCCC1 | 9 | 1 | 0 | -21 | 4 | -0.6 | -4.0 | -8 | -1
Cc1cc(-c2ccc(Cl)s2)n[nH]1 | 8 | -1 | 3 | -4 | 4 | -3.6 | -2.5 | 6 | -6
O=C(C1CCN(S(=O)(=O)c2cccc3cccnc23)CC1)N1CCn2c1nc1ccccc12 | 2 | 5 | -4 | -7 | 1 | 0.6 | -3.5 | -14 | -6
Cc1ccc(-c2nc3cnccn3c2Nc2c(C)cccc2C)o1 | 11 | 0 | -3 | -10 | -100 | -5.5 | -6.2 | -30 | 2
O=C(N/N=C1\CC(c2ccccc2)Oc2ccccc21)c1ccccn1 (stereo unspecified) | 12 | -6 | 6 | -1 | 3 | -1.7 | -3.5 | -6 | 0
N#Cc1ccc2c(c1)NC(=O)C1CCCN21 (stereo unspecified) | 27 | 3 | -5 | -11 | 7 | -3.6 | -3.1 | 6 | 6
COc1ccc(C2C(C(=O)NCc3ccco3)c3ccccc3C(=O)N2C)cc1 (stereo unspecified) | 0 | 10 | 6 | -9 | 2 | -0.8 | -0.7 | 5 | 3
O=C(CNC(=O)c1ccc(OC(F)F)cc1)NC1CCCc2ccccc21 (stereo unspecified) | 10 | -3 | 1 | -20 | -1 | 0.8 | 1.1 | -4 | 5
CCC(=O)c1ccc(N2CCN(C(=O)c3ccccc3Br)CC2)c(F)c1 | 10 | -3 | -2 | -33 | 3 | -2.3 | -1.6 | -4 | 5
Cc1cc(C)c(C)c(S(=O)(=O)N2CCN(CC(=O)NC(=O)NCc3ccccc3)CC2)c1C | 17 | 3 | 9 | -7 | -4 | -0.9 | 0.1 | -2 | -5
CCc1ccc(-c2cc(C(F)(F)F)n3nc(C(=O)Nc4c(C)nn(Cc5ccccc5Cl)c4C)cc3n2)s1 | 16 | -3 | 1 | -4 | -5 | -2.8 | -6.3 | -15 | 6
CC1(C)CC(=O)C(C=Nc2ccccc2C(=O)O)=C(O)C1 | 5 | 0 | -5 | -2 | 0 | -3.7 | -3.8 | -4 | 7
Brc1ccc(-n2cccc2/C=N/n2cnnc2)cc1 | 7 | -4 | 2 | -10 | 31* | -0.8 | -3.1 | 0 | 3

Compound profiles (already shown):
Brc1ccc(-n2cccc2/C=N/n2cnnc2)cc1 as listed: UBC9 SUMO inh: 7; IDE inh: -4; IDE cell activ: 2; FID counter: -10; PfM18AAP inh: 31*; VIM-2 inh: -0.8; IMP-1 inhibitor: -3.1; p-CIP stab down: 0; HCV NS3 hel inh: 3
CC1(C)CC(=O)C(C=Nc2ccccc2C(=O)O)=C(O)C1 as listed: UBC9 SUMO inh: 5; IDE inh: 0; IDE cell activ: -5; FID counter: -2; PfM18AAP inh: 0; VIM-2 inh: -3.7; IMP-1 inhibitor: -3.8; p-CIP stab down: -4; HCV NS3 hel inh: 7

(continued)
Structure | UBC9 SUMO inh | IDE inh | IDE cell activ | FID counter | PfM18AAP inh | VIM-2 inh | IMP-1 inhibitor | p-CIP stab down | HCV NS3 hel inh
COc1cc(C)c(Cl)cc1S(=O)(=O)NCCN1CCOCC1 | 4 | 1 | -3 | -3 | -1 | -1.5 | -2.4 | 6 | -1
CCn1nc(C)c(/C=N/NC(=O)Cn2nccc2C)c1C | 12 | 6 | 0 | -5 | -11 | -1.9 | -1.8 | -8 | 6
Cc1cc(=O)oc2cc(OC(C)C(=O)NCCCN3CCCC3=O)c(Cl)cc12 (stereo unspecified) | 7 | 5 | 3 | -32 | -3 | -2.6 | -4.2 | 2 | 0
CN(CCOCCOc1ccc2ccccc2c1)Cc1ccccc1 | 1 | 0 | 4 | 36 | -7 | -4.7 | 0.1 | -2 | -14
COC(=O)c1ccc(CSCc2ccc(C(=O)OC)o2)o1 | -6 | 2 | 1 | -8 | -4 | 1.5 | -0.1 | -3 | 7
O=C1CN(C(=O)NCC(=O)N[C@@H](Cc2ccccc2)C(=O)O)c2ccccc2N1 | -1 | -3 | 6 | -5 | 2 | -2.3 | -3.6 | -7 | 13
CSc1nc(N)c(C(=O)NC2CCCCC2)s1 | 15 | 0 | 0 | -5 | 3 | -2.7 | -2.5 | 1 | 1
COc1cccc(NC(=O)C2C3C=CC4(O3)C2C(=O)N(C(C)C)C4C(=O)NC2CCCCC2C)c1 (stereo unspecified) | 9 | 3 | 3 | -12 | -4 | 0.9 | -0.6 | -2 | 3
c1ccc(C(c2c[nH]c3ccccc23)c2c[nH]c3ccccc23)nc1 | -7 | -3 | 8 | -8 | 6 | -5.0 | -1.6 | 0 | -19
O=C(Nc1ccccc1F)c1ccc(COc2ccc(Cl)cc2Cl)o1 | -16 | 2 | 0 | -10 | -8 | -1.1 | -2.4 | -11 | -9
Cc1nc2nc(SCC(=O)NCc3ccco3)nn2c(C)c1Cc1ccccc1 | 10 | 1 | -2 | -29 | -13 | -1.2 | -1.6 | 5 | 2
COc1ccc(CN(C)CC(=O)Nc2ccccc2C(F)(F)F)cc1 | 9 | 1 | -1 | -8 | 2 | -3.2 | -3.4 | -2 | -2
CC(C)[C@H](NC(=O)c1ccccc1Cl)C(=O)OCc1cc([N+](=O)[O-])cc2c1OCOC2 | -4 | -2 | 2 | -12 | 1 | -0.3 | -0.2 | 15 | -1
CN1c2ccccc2-c2nc3ccccc3n2C1c1cccs1 (stereo unspecified) | 9 | 3 | 2 | -16 | 4 | -1.3 | -4.2 | 5 | -11
COCCNC(=O)/C(C#N)=C/c1c(F)cccc1Cl | -8 | 3 | 3 | 0 | -16 | -0.8 | -2.2 | 6 | -3
CC1CN(C(=O)/C=C/c2ccccc2[N+](=O)[O-])CC(C)O1 (stereo unspecified) | 8 | 4 | 7 | 3 | -10 | -2.9 | -3.4 | -2 | -12
C[C@@H]1CC[C@@]2(O[C@H](CCO)C[C@@H](O)[C@@H]2O)O1 | -6 | 4 | 3 | 2 | 1 | -3.2 | 0.2 | 1 | -18
Cc1ccc(NC(=O)C2(c3cccs3)CCOCC2)cc1C | -8 | 2 | 6 | -13 | 6 | -3.2 | -0.4 | -1 | 0
Cn1nnnc1SCSc1nnnn1C | -1 | 9 | -1 | -3 | 2 | 0.1 | -2.2 | -9 | 1
COc1ccccc1NC(=O)c1cc(Cl)nc2ccccc12 | 9 | -4 | 1 | -7 | -3 | 0.3 | 1.0 | -9 | 1
O=C1CC(c2ccncc2)c2cc3c(cc2N1)OCO3 (stereo unspecified) | 20 | -3 | 4 | 0 | -6 | 1.1 | -2.4 | -9 | -3
Cc1[nH]c(C)c(S(=O)(=O)NCCc2ccccc2)c1C(=O)N1CCCCC1 | 1 | 3 | 0 | -16 | -4 | 0.3 | -1.8 | 7 | 8
COc1ccccc1OCC(=O)N(Cc1nc(-c2ccccc2)no1)C(C)C | -12 | -5 | 3 | -42 | -3 | -2.4 | -3.5 | -8 | -10
Cc1cccc(NC(=S)N(CCCN2CCOCC2)C(C)c2cc3ccccc3o2)c1 (stereo unspecified) | 6 | -1 | 0 | 13 | 0 | -3.2 | -2.8 | -6 | 0
COc1ccc(CCNC(=O)CC(c2ccccc2)c2cccc(C)c2O)cc1OC (stereo unspecified) | -19 | -11 | 1 | -32 | 5 | -1.7 | -2.2 | -12 | 16
O=C(CNS(=O)(=O)c1ccc(F)c(Cl)c1)N1CCCCCC1 | 9 | 6 | 2 | -5 | -10 | 0.2 | -3.3 | -9 | 12
CCOC(=O)CSc1nc(=O)n2ccccc2n1 | 4 | -3 | 1 | -3 | 3 | 0.3 | -0.7 | -2 | -4
CCOC(=O)C1=C(CS(=O)(=O)c2ccccc2)NC(=O)NC1c1cc(OC)c(O)c(OC)c1 (stereo unspecified) | 6 | -1 | 8 | -11 | -3 | 0.8 | -0.2 | -4 | 4
CCOC(=O)C1=C(C)NC(C)=C(C(=O)OCC)C1C(=O)OCC(=O)N1c2ccccc2CC1C (stereo unspecified) | 6 | 6 | 2&4 | -35 | -2 | -1.1 | 1.9 | 6 | -10
CCOC(=O)CC(=O)c1sc2c(c1N)c(=O)[nH]c(=O)n2-c1ccc(OC)cc1 | 5 | 2 | 2 | -10 | 8 | -1.2 | -1.8 | 2 | 2
O=c1[nH]cnc2c1C(c1ccccc1[N+](=O)[O-])c1c(nc[nH]c1=O)O2 | 0 | 4 | -3 | -1 | 12 | -5.8 | -4.8 | 6 | 1

5 of the compounds above, with values under each structure:
Each structure is followed by: UBC9 SUMO inh, IDE inh, IDE cell activ, FID counter, PfM18AAP inh, VIM-2 inh, IMP-1 inhibitor, p-CIP stab down, HCV NS3 hel inh
- O=C(CNS(=O)(=O)c1ccc(F)c(Cl)c1)N1CCCCCC1
    9, 6, 2, -5, -10, 0.2, -3.3, -9, 12
- CCOC(=O)CSc1nc(=O)n2ccccc2n1
    4, -3, 1, -3, 3, 0.3, -0.7, -2, -4
- CCOC(=O)C1=C(CS(=O)(=O)c2ccccc2)NC(=O)NC1c1cc(OC)c(O)c(OC)c1 (stereo unspecified)
    6, -1, 8, -11, -3, 0.8, -0.2, -4, 4
- CCOC(=O)C1=C(C)NC(C)=C(C(=O)OCC)C1C(=O)OCC(=O)N1c2ccccc2CC1C (stereo unspecified)
    6, 6, 2&4, -35, -2, -1.1, 1.9, 6, -10
- CCOC(=O)CC(=O)c1sc2c(c1N)c(=O)[nH]c(=O)n2-c1ccc(OC)cc1
    5, 2, 2, -10, 8, -1.2, -1.8, 2, 2

Screens: PubChem, several laboratories
